# LGR2 inh: Drosophila LGR2 receptor signaling inhibition | HEK293 LGR2, CRE-luciferase, bursicon-stimulated, 4 h | inhibition, % at 9.99 µM | hit rate 0.35% among 380,000;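 active = drop in luminescence signal, shown as inhibition above about 50% in the replicate tests, limit read from the data, passing the limit was not always enough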;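 note: agonist challenge used bursicon conditioned medium at about half maximal strength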
# SIRT5 inh: sirtuin-5 (human) deacylase inhibition | Purified SirT5, succinyl-peptide AMC, trypsin-coupled fluorescence | inhibition, % at 15 µM | hit rate 1.1% among 330,000 | Q9NXA8; in the data active = inhibition above about 15%
# Cneo AK release: causes C. neoformans cell lysis; adenylate kinase release luminescence, 4 h; normalised: neutral wells 0, clomiphene wells 100; lysis activity, % at 15 µM; hit rate 0.2% among 360,000; AID 651654;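 active = mean lysis activity across replicates of at least 80%, whatever share of replicates individually reach that level; inactive = mean lysis activity below 80%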
#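 Material: C. neoformans cells; Schedule: 4 h static compound exposure, 37 °C, read 1 h post-reagent; Measured by: adenylate kinase release luminescence; Read-out: signal increase indicating cell lysis; Controls: Clomiphene as positive lysis control.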
# Statin myotox sup: suppressors of simvastatin-induced myotoxicity in C2C12 myotubes | ATP luminescence, 48 h; scaled: DMSO 0, geranylgeraniol control 100 | rescue of ATP level, % at 7.49 µM | hit rate 0.78% among 330,000;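 active = mean ATP rescue above about 67%, or every replicate alone reaching that limit, limit read from the data, passing the limit was not always enough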;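 note: myotubes were challenged with 10 µM simvastatin during compound exposure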
# ERAP1 inh: ERAP1 (human) enzyme inhibition; recombinant ERAP1, Leu-AMC fluorescence, 60 min; inhibition, % at 10.7 µM; hit rate 0.15% among 340,000; AID 652197;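 active = mean replicate inhibition of at least 30%, or all replicates individually reaching that 30% level; inactive = mean below 30% and not every replicate reaching it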;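 note: 0% = neutral control wells and 100% = L-leucinethiol positive control wells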
# Target sequence (Q9NZ08 whole entry, looked up): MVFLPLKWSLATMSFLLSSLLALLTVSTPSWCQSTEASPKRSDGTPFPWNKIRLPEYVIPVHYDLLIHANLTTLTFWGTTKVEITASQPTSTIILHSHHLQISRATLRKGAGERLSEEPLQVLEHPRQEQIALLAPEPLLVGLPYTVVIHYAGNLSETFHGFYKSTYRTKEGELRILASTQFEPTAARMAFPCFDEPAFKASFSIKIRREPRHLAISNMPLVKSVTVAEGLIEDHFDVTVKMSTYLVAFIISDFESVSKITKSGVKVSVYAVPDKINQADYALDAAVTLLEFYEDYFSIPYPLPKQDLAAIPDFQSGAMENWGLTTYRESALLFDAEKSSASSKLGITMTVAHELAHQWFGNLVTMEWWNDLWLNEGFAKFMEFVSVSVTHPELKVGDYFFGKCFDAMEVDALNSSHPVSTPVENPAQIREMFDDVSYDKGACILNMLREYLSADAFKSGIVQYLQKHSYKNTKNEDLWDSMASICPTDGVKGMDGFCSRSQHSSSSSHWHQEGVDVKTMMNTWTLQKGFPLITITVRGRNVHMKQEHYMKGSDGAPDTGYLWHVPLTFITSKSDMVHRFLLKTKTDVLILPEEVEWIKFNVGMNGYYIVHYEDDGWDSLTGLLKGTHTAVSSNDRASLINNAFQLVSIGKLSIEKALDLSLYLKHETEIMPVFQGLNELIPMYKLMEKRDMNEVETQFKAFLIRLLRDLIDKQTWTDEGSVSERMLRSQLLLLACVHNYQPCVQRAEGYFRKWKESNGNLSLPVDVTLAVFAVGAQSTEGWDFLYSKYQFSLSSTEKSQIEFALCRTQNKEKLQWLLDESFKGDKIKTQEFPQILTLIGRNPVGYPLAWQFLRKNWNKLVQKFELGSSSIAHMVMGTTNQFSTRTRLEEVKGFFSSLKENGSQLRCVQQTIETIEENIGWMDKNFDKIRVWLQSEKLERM
# S100A4 inh HTS: blocks human S100A4 binding to myosin IIA peptide; inhibition, % at 10.7 µM; S100A4/TAMRA-MyoIIA peptide fluorescence polarization; hit rate 0.14% among 360,000; P26447;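 active = mean inhibition of at least 70% across replicates, with every replicate also reaching that level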
# Target sequence (P26447 whole entry, looked up): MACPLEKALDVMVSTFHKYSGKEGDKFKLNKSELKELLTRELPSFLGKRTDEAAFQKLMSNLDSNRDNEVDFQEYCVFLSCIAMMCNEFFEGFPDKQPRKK
#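 Compound dosing: one dose per compound; test system: human S100A4 monomer with TAMRA-labelled myosin IIA peptide; probe or stimulus: TAMRA-labelled myosin IIA heavy-chain peptide probe, 5 nM; medium: HEPES buffer with Ca2+, pH 7.2; schedule: 5 min incubation before reading; benchmarks: neutral control DMSO, positive control TFP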
# PGC1a acetyl inh: lowers PGC1a acetylation signal in U2OS cells; inhibition, % at 15.6 µM; hit rate 0.17% among 350,000; AID 651687; AlphaScreen anti-acetyl-lysine; with virally co-expressed GCN5 acetyltransferase;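 active = every replicate shows inhibition of at least 40%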;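 note: 0% = neutral control wells and 100% = positive control wells; some results beyond the cut were filed as inactive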
# XiGFP reactiv: X-chromosome reactivation activator; XiGFP mouse fibroblasts, % GFP-positive cells imaging, 3 d; cells co-treated with 5-aza-dC sensitizer; scaled so ellipticine positive control = 100%; activation, % at 7.58 µM; hit rate 0.055% among 360,000; AID 743238;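 active = mean normalized replicate activation at least 10% and every replicate at or above 10%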;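 note: 0% = median of on-plate neutral control wells and 100% = ellipticine 6 µM median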
#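 System: 68-5-11 XiGFP fibroblast line | Buffer or medium: DMEM containing 5-aza-dC | Compound: Single point | Times: Compounds 3 days, fix/stain 15 min at room temperature | Benchmarks: Positive control ellipticine, 6 µM final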
# The depositor's hits bear a star; nt = not tested or not shown; & = joins results of further samples.
SMILES,LGR2 inh,SIRT5 inh,Cneo AK release,Statin myotox sup,ERAP1 inh,S100A4 inh HTS,PGC1a acetyl inh,XiGFP reactiv
CCCNC(=O)c1cc(C2CCCCN2C(=O)c2ccc(C#N)cc2)on1 (stereo not drawn),-19,3,0,0,-1,1,-4,0.0
COC(=O)CSc1nc(N2CCOCC2)c2c(c1C#N)CC(C)(C)OC2,-13,-3,0,-2,4,6,2,0.1
O=C(Nc1ccc(F)cc1F)c1csc(-c2ccncc2)n1,-14,0,nt,nt,-2,1,-4,0.0
CCCCN(c1ccccc1)S(=O)(=O)c1cccc(C(=O)O)c1,1,-2,0,0,6,-8,nt,0.2
C[C@H](CO)N1C[C@H](C)[C@H](CN(C)Cc2cccc(C(F)(F)F)c2)Oc2ncc(-c3cc4ccccc4o3)cc2C1=O,16,1,2,nt,4,0,2,-0.3
O=C(COC(=O)c1ccc(S(=O)(=O)N2CCOCC2)cc1)NCc1ccccc1,-12,-5,-1,-8,4,-3,0,0.1
CCNC(=O)C1CCCN(Cc2cc(C(F)(F)F)ccc2Cl)CC1 (stereo not drawn),16,-4,0,3,0,-4,13,0.2
COc1cccc(C(=O)COC(=O)CCC(=O)NC2CCCCC2)c1,-1,-3,7,6,-1,1,2,0.0
CCOC(=O)c1cc(-c2ccccc2)sc1NC(=O)CCN1C(=O)c2ccccc2C1=O,9,nt,0,nt,nt,nt,-1,0.1
CCCC#Cc1ccc([C@H]2[C@@H](C#N)N(C(=O)CN3CCOCC3)[C@H]2CO)cc1,21,-4,-6,8,-1,-13,9,-0.1
COc1cccc(/C=C(/C#N)c2ccc(F)cc2)c1OCc1cccc(C(=O)O)c1,-15,nt,-9,nt,nt,nt,-18,-0.1
CC(OC(=O)c1ccncc1)C(=O)Nc1cccc([N+](=O)[O-])c1 (stereo not drawn),-19,-1,nt,nt,-1,-1,7,0.1
COCCN(C(=O)c1ccc(C#N)cc1)c1c(N)n(Cc2ccccc2)c(=O)[nH]c1=O,-3,-5,1,-3,0,8,5,0.2
CCCCCCN(C(=O)CCCCCN1C(=O)NC(c2ccc([N+](=O)[O-])cc2)C(C(=O)OCc2ccccc2)=C1C)C(C(=O)NCCCC)C1CCCCC1 (stereo not drawn),-17,-4,0,-24,-1,0,nt,0.0
O=C(COC(=O)c1ccc(Cl)nc1)Nc1ccc(N2CCOCC2)cc1,2,-1,2,-1,7,0,7,0.0

# Brought forward from above: 4 entries, followed by the next part.
SMILES,LGR2 inh,SIRT5 inh,Cneo AK release,Statin myotox sup,ERAP1 inh,S100A4 inh HTS,PGC1a acetyl inh,XiGFP reactiv
CC(OC(=O)c1ccncc1)C(=O)Nc1cccc([N+](=O)[O-])c1 (stereo not drawn),-19,-1,nt,nt,-1,-1,7,0.1
COCCN(C(=O)c1ccc(C#N)cc1)c1c(N)n(Cc2ccccc2)c(=O)[nH]c1=O,-3,-5,1,-3,0,8,5,0.2
CCCCCCN(C(=O)CCCCCN1C(=O)NC(c2ccc([N+](=O)[O-])cc2)C(C(=O)OCc2ccccc2)=C1C)C(C(=O)NCCCC)C1CCCCC1 (stereo not drawn),-17,-4,0,-24,-1,0,nt,0.0
O=C(COC(=O)c1ccc(Cl)nc1)Nc1ccc(N2CCOCC2)cc1,2,-1,2,-1,7,0,7,0.0
COc1cc(C(CC(=O)Nc2ccc(C)cn2)N2Cc3ccccc3C2=O)cc(OC)c1OC (stereo not drawn),7,-5,8,20,2,2,-8,0.0
Cc1oc(-c2cc3c(cc2Cl)OCO3)nc1CN1CCCC(C(=O)N2CCOCC2)C1 (stereo not drawn),7,-4,nt,nt,2,-4,-25,0.0
C[C@@H]1CCCCO[C@@H](CN(C)C(=O)c2ccncc2)[C@@H](C)CN([C@@H](C)CO)C(=O)c2cc(NS(=O)(=O)c3cccs3)ccc2O1,-3,-7,0,nt,-13,-5,0,-0.1
CC12CCC3c4ccc(O)cc4CCC3C1CC(=NO)C2O (stereo not drawn),-23,-8,nt,-20,0,6,-14,0.1
N#C[C@H]1[C@@H](c2ccccc2C2=CCCC2)[C@H](CO)N1C(=O)Cc1ccncc1,-23,4,nt,nt,-1,5,3,0.0
C[C@@H]1CN([C@H](C)CO)C(=O)CCCn2cc(nn2)CO[C@@H]1CN(C)C(=O)Nc1ccc(C(F)(F)F)cc1,7,-4,-8,-6,3,-6,-1,0.1
CCCc1cc(=O)[nH]c(SCC(=O)Nc2sccc2C#N)n1,-4,2,-1,27,-2,-4,5,0.2
CN1OC[C@@H]2CN(Cc3ccccc3)[C@H](c3ccc(N4CCCCC4)cc3)C[C@@H]21,11,0,-1,25,nt,-15,-19,-0.1
COc1ccc(N(C(=O)Cn2nnc(-c3ccc(F)cc3)n2)C(C)C(=O)NC2CCCC2)cc1 (stereo not drawn),7,-2,0,-5,-1,-7,3,0.2
Cc1cccc(NC(=O)CCC(=O)Nc2nnc(C(F)(F)F)s2)c1,6,-4,nt,nt,-2,-3,nt,-0.1
CN1C(=O)c2cc(NS(=O)(=O)c3ccccc3Cl)ccc2OC[C@@H]2O[C@@H](CC(=O)O)CC[C@@H]21,15,-2,3,-9,1,-5,5,0.4
CCC(=O)Nc1ccc2c(c1)C(=O)N(C)C[C@H](OC)[C@@H](C)CN(C(=O)CC1CC1)[C@H](C)CO2,4,1,0,-13,-2,1,4,0.1
Cc1cccc(C(O)c2ncc(-c3ccc(Cl)cc3)[nH]2)c1C (stereo not drawn),5,4,0,2,0,-9,nt,0.1
CNC(=O)C[C@H]1CC[C@H]2[C@@H](COc3ccc(NC(=O)c4ccc(F)c(F)c4)cc3C(=O)N2C)O1,28,3,11,-4,2,2,-3,1.5
CCCNC(=O)N1CC2(C1)[C@@H](c1ccccc1)[C@@H](CO)N2C(=O)c1cccnc1,-16,0,nt,nt,-1,1,3,0.0
Cc1cc2ccccc2c(=O)n1CC(=O)NCCC1=CCCCC1,-3,-2,-1,14,-1,-7,1,0.0
Cc1cc(C)cc(OCC(=O)OCC(=O)NC2CC2)c1,21,nt,1,-3,-2,6,0,0.0
COc1ccccc1-c1cnc2c(c1)C(=O)N([C@@H](C)CO)C[C@@H](C)[C@H](CN(C)C(=O)CN(C)C)O2,-2,0,-5,nt,-1,8,13,-1.2
COCCCn1cc(CN2CC(N3CCN(Cc4ccccc4F)CC3)CS2(=O)=O)nn1 (stereo not drawn),-1,2,nt,nt,nt,10,nt,0.0
C[C@@H]1CN([C@H](C)CO)C(=O)c2cccc(NS(=O)(=O)c3ccc(F)cc3)c2O[C@@H]1CN(C)Cc1ccc(C(=O)O)cc1,-4,-9,1,-44,1,-3,-3,0.5
CCNC(=O)Nc1ccc2c(c1)C(=O)N(C)[C@@H]1CC[C@H](CC(=O)NCc3ccccc3F)O[C@H]1CO2,5,0,6,-17,-2,-1,3,0.2
CO[C@H]1CN(C)C(=O)c2cccc(C#N)c2OCC[C@@H]2CC[C@@H](OC)[C@H](CN(C)C(=O)[C@@H]1C)O2,17,2,3,-5,-6,64,nt,0.2
N#Cc1ccccc1OCC(=O)Nc1nc(-c2ccccn2)cs1,4,1,-2,-4,6,1,-2,0.8
Cc1ccccc1S(=O)(=O)NCC[C@@H]1CC[C@H](NC(=O)C2CCCCC2)[C@H](CO)O1,-9,2,2,1,2,-27,-13,-0.1
C[C@H](NC(=O)C1CCN(S(=O)(=O)c2ccccc2)CC1)C(=O)NCc1cccc(C(F)(F)F)c1,-1,-12,11,-5,0,-6,2,0.0
COC(=O)C[C@@H]1CC[C@@H]2[C@@H](COc3ccc(NC(=O)c4cccc(Cl)c4)cc3C(=O)N2C)O1,-15,4,48,-4,-1,-2,nt,0.3
CCN(Cc1ccc(O)cc1)CC1CCCN(CCc2cccc(F)c2)C1 (stereo not drawn),-9,-6,-2,-2,-3,-16,nt,0.1
COc1ccccc1CNC(=O)C(C)Sc1ccc(C)cc1 (stereo not drawn),4,-1,0,-3,2,8,-19,0.0
CC(=O)NC[C@@H]1[C@@H](c2ccccc2)[C@@H](CO)N1C(=O)Cc1ccncc1,-18,-1,2,6,nt,nt,4,0.1
CC(=O)c1cccc(-c2ccnc3c2CC(C(=O)Nc2cccc(NS(C)(=O)=O)c2)O3)c1 (stereo not drawn),-8,-6,-1,-1,1,-2,-15,0.4
C[C@H]1CN([C@@H](C)CO)C(=O)c2cc(C#CC3(O)CCCC3)cnc2O[C@@H]1CN(C)C(=O)CC1CC1,-14,-4,-4,25,-2,4,2,-0.7
C[C@H](CO)N1C[C@H](C)[C@H](CN(C)C(=O)Nc2cccc3ccccc23)Oc2ccc(NC(=O)Nc3ccccc3)cc2C1=O,13,2,101*,7,-4,-2,-5,-0.1
Cc1c(CC(=O)O)c(=O)oc2cc3occ(-c4ccc(F)cc4)c3cc12,1,-11,2,-26,0,-5,-5,0.2
C[C@H]1CN([C@@H](C)CO)C(=O)Cc2cc(N(C)C)ccc2O[C@H]1CN(C)C(=O)Nc1cccc2ccccc12,4,6,-4,24,3,0,-1,-0.5
CCOCC(=O)Nc1c(C(=O)Nc2ccc3c(c2)OCO3)oc2ccccc12,-3,-3,1,7,1,-2,14,0.0
CO[C@@H]1CN(C)C(=O)c2ccc(NC(=O)C3CC3)cc2OC[C@H](C)N(CC2CCCC2)C[C@H]1C,6,0,2,10,2,6,6,-0.3
O=C(NCc1ccccc1)c1cc[n+](CC(=O)c2cccs2)cc1,9,-1,1,nt,1,-2,6,0.4
O=c1cc(N2CCCCC2)c(-c2ccccc2)nn1Cc1cccc(F)c1,-21,nt,nt,-1,nt,nt,11,0.0
CCc1ccc(/C=C2\SC(N3CCCC3)=NC2=O)cc1,-27,-3,nt,nt,7,1,5,0.0
C[C@H]1CCCCO[C@H](CN(C)Cc2ccc3c(c2)OCO3)[C@@H](C)CN([C@@H](C)CO)C(=O)c2cc(NC(=O)CCCN(C)C)ccc2O1,11,-4,1,-40,0,20,13,0.1
CNC(=O)C[C@@H]1CC[C@@H]2[C@H](COC[C@H](O)CN2S(=O)(=O)c2ccccc2Cl)O1,10&-5,-5,0,-22,-1&0,-8&1,6,0.2&0.0
CC(C)(C)OC(=O)N1CCc2onc(-c3ccc(-n4cc(C5=CCCCC5)nn4)cc3)c2C1=O,-47,5,nt,nt,-1,-3,nt,1.1
CCNc1nc(NCC)n2c(SCC(=O)Nc3ccc(C)c(C)c3)nnc2n1,9,-1,2,7,-1,-3,nt,0.0
CC1(Cc2ccc(Cl)cc2)C(=O)Nc2ccc(S(=O)(=O)NC3CCCCC3)cc21 (stereo not drawn),37,-2,-1,26,4,7,-16,-0.2
Cc1ccc(C(C)C)c(O)c1C(=O)O,nt,2,2,8,-1,-1,0,0.2
COc1cccc(NC(=O)N(C)C[C@@H]2Oc3cc(-c4ccccc4OC)ccc3S(=O)(=O)N([C@H](C)CO)C[C@@H]2C)c1,10,1,-3,-2,0,0,-16,0.1

# Random excerpt: three compounds from above
SMILES,LGR2 inh,SIRT5 inh,Cneo AK release,Statin myotox sup,ERAP1 inh,S100A4 inh HTS,PGC1a acetyl inh,XiGFP reactiv
CCNc1nc(NCC)n2c(SCC(=O)Nc3ccc(C)c(C)c3)nnc2n1,9,-1,2,7,-1,-3,nt,0.0
C[C@H]1CCCCO[C@H](CN(C)Cc2ccc3c(c2)OCO3)[C@@H](C)CN([C@@H](C)CO)C(=O)c2cc(NC(=O)CCCN(C)C)ccc2O1,11,-4,1,-40,0,20,13,0.1
CC(C)(C)OC(=O)N1CCc2onc(-c3ccc(-n4cc(C5=CCCCC5)nn4)cc3)c2C1=O,-47,5,nt,nt,-1,-3,nt,1.1

# This is a subset; the hit share may differ from the screen's.
